sPLA2-III inh: Blocks human group III sPLA2 activity. inhibition, % at 12.2 µM. QFRET BODIPY PC-A2 liposome hydrolysis, fluorescence. 370,000 compounds, 0.56% hits;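 active = inhibition above mean plus 3 SD of compounds lying within the high and low control bounds, cut at about 19% in these data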;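 note: 0% = median of test compound wells and 100% = no enzyme DMSO wells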
hcDAF12 agonist: H. contortus DAF-12 activation, primary screen | HEK293 hcDAF-12 lit1-tk-luc reporter, luminescence; 0% DMSO, 100% Δ7-dafachronic acid | activation, % at 6.8 µM | 370,000 compounds, 1.4% hits | AID 652067;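 active = activation above the mean of all tested compounds plus 3 SD, cut at about 5.5% in these data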;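 note: 100% = response to 3 µM Δ7-dafachronic acid high control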
ssDAF-12 act: S. stercoralis DAF-12 activation, primary screen. AID 652126. 370,000 compounds, 1% hits. activation, % at 6.8 µM. HEK293 ssDAF-12/GRIP1 lit1-tk-luc reporter, luminescence; % of 3 µM dafachronic acid response;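 active = activation above the mean over all tested compounds plus 3 SD, cut at about 0.9% in these data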;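 note: 0% = DMSO-only wells and 100% = 3 µM delta7-dafachronic acid wells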
SMARCA2 act: increases SMARCA2 function in MMTV reporter cells. 370,000 compounds, 1% hits. activation, % at 9.1 µM. MG213 cells, MMTV-luciferase reporter, dexamethasone, overnight. AID 652017; in the data active = activation above about 7.8%;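 note: 0% = vehicle wells and 100% = reference activator wells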
NR1D1 modulator: modulates human Rev-erb alpha binding to DNA; P20393; Rev-erbα–FITC-DNA binding, fluorescence polarization, 90 min; activity, % at 10 µM; 370,000 compounds, 0.79% hits;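 active = activity above about 14%, limit read from the data; passing the limit was not always enough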;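 note: 0% = DMSO wells with 35 nM protein and 100% = DMSO wells with 750 nM protein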
Target sequence (P20393 whole entry, looked up): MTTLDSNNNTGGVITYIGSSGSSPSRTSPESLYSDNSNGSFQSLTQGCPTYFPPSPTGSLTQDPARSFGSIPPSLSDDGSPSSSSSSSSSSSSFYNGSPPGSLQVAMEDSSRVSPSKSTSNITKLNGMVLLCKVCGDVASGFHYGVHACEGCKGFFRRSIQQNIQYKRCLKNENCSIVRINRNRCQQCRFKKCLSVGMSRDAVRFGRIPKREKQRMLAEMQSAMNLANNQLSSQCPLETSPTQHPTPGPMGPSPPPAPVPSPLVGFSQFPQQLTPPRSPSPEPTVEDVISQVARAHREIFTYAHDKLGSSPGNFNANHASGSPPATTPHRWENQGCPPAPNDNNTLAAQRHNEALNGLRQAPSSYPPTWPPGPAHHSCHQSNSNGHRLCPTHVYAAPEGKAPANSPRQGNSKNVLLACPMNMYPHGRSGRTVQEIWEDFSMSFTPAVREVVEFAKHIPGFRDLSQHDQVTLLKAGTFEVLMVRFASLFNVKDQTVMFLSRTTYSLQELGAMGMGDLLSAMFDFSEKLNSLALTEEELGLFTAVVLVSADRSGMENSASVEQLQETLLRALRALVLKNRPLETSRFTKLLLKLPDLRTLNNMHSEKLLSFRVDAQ
hgDAF12 agonist: activates the H. glycines DAF-12 receptor ligand-binding domain; HEK293 GAL4-hgDAF12 UAS-luciferase reporter, agonist luminescence; normalized to butyrate control; activation, % at 6.8 µM; 370,000 compounds, 1.8% hits;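 active = activation above a cutoff set at the mean of all screened compounds plus 3 SD, cut at about 10% in these data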;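 note: 0% = DMSO wells and 100% = sodium butyrate wells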
DAX1 inh-1: inhibitors of DAX1 repression of SF-1 activated StAR promoter | HEK293T StAR-luciferase reporter, SF-1/DAX-1 repression relief | inhibition, % at 6.8 µM | 370,000 compounds, 1.1% hits | AID 652010;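 active = inhibition above the mean over all tested compounds plus 3 SD, cut at about 3.6% in these data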;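 note: 0% = DAX-1 cells with DMSO and 100% = cells lacking DAX-1 with DMSO; higher inhibition means more luminescence from relief of DAX-1 repression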
PG9 Ab binder: PG9 antibody binding by small molecule | 360,000 compounds, 0.43% hits | inhibition, % at 6.7 µM | TR-FRET gp120-PG9 antibody binding; in the data active = inhibition above about 8.5%
DAX1 inh-2: NR0B1 (DAX1) inhibition. P51843. HEK293 Gal4-DAX1 luciferase reporter, luminescence. inhibition, % at 6.75 µM. 340,000 compounds, 0.99% hits. AID 504766;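 active = inhibition above the mean over all tested compounds plus 3 SD, cut at about 4.2% in these data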;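 note: 0% = DAX1-transfected cells with DMSO and 100% = empty-vector control cells with DMSO; inhibition shows as a rise in luminescence from relieved DAX1 repression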
Target sequence (P51843 207-470 limits assumed): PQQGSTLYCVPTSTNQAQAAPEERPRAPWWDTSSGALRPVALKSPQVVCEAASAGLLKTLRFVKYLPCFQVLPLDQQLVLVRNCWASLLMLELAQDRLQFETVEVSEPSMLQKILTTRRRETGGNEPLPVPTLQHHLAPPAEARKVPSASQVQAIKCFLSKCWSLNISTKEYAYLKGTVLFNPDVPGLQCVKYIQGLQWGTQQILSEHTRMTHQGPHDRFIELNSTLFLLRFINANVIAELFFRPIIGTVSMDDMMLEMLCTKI
FXN GAA850 act: increases GAA850 frataxin promoter reporter activity | HEK293 lucGAA850 FXN promoter luciferase reporter, 24 h; percent of 10 µM SAHA response | AID 540364 | 360,000 compounds, 0.56% hits | activation, % at 6 µM;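 active = activation above the average of all compounds screened plus 3 SD, cutoff fixed separately per campaign, cut at about 7.5% in these data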;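 note: 0% = DMSO wells and 100% = 10 µM SAHA wells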
PLCb3 inh: PLC-beta3 (human) inhibition, primary screen. Q01970. Purified PLC-beta3, fluorogenic substrate, fluorescence. inhibition, % at 12.2 µM. 370,000 compounds, 0.18% hits; in the data active = inhibition above about 11%;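 note: 0% = median of compound wells on plate and 100% = full blocker control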
* marks the source's active call; other numbers are inactive results; i = inactive; . = no result given.

molecule,FXN GAA850 act,ssDAF-12 act,sPLA2-III inh,SMARCA2 act,NR1D1 modulator,hcDAF12 agonist,PG9 Ab binder,PLCb3 inh,hgDAF12 agonist,DAX1 inh-1,DAX1 inh-2
Cc1ccc(NC(=O)CSc2nnc(Cc3csc(C)n3)o2)cc1,0.5,-0.1,9,0,-1,2.2,1.5,-9,0.1,-1.3,1.0
COC(=O)c1cnc(Nc2ccc(Cl)cc2)c([N+](=O)[O-])c1,1.2,-1.7,7,-1,-2,0.5,0.6,-8,-1.8,0.1,1.1
CCc1ccccc1N1C[C@@]23C=C[C@@H](O2)C(C(=O)OCC(C)C)[C@H]3C1=O (stereo not given in full),-2.1,-0.7,-1,-3,0,-0.3,-1.8,1,-0.4,-0.2,0.6
Nc1c(C(=O)N2CCCCC2)sc2nc3c(cc12)CCCC3,2.7,0.4,9,5,1,5.5,1.1,-339,12*,3.0,0.4
CCCC(=O)N1CCC1(C)C(=O)NS(=O)(=O)c1ccccc1 (stereo not given),1.1,-1.4,-1,-2,7,0.3,-0.5,3,0.4,1.0,.
COc1ccc(/C(C)=N/NC(=O)CN(c2ccc(OC)cc2)S(=O)(=O)c2ccccc2)cc1,1.1,-1.3,11,-3,-5,-1.0,0.6,-7,-0.8,0.0,4.4*
COc1ccc(-c2nn(CC(=O)Nc3ccc(Cl)c(Cl)c3)c(=O)c3ccccc23)cc1,0.7,-1.1,0,-1,22*,-0.7,1.7,-2,-1.8,-0.5,-0.1
COc1ccc(C2CC(c3ccc(C)o3)=NN2C(C)=O)cc1 (stereo not given),4.8,-0.5,10,2,-1,0.8,-0.2,-4,9.4,2.0,1.0
COc1ccc(-n2nc(C)c3c(=O)c4c([nH]c32)CCCC4)cc1,-0.6,-1.2,5,2,-4,-3.0,-1.4,-2,-0.3,0.0,3.0
CCC(CC)C(=O)N1CCN(c2ccccc2)CC1,-0.2,-1.6,0,5,7,-0.9,-1.0,-12,-1.2,0.4,-1.1
Cc1cccc(CCNC(=O)CN(C)S(=O)(=O)c2cnc[nH]2)c1,1.6,-0.7,-9,-1,-1,1.1,0.6,2,2.4,0.2,0.8
CCCc1cc(C(=O)Nc2sc3c(c2C(=O)OCC)CCCC3)no1,0.4,-1.2,3,1,0,1.6,0.5,3,-3.1,-0.4,1.1
O=C(CSc1nnc(Cc2ccccc2)o1)Nc1ccccc1,-0.9,-1.7,-3,-1,-2,-0.5,0.3,-6,-0.8,0.0,0.7
CN1CCN(C(=O)c2cccc(S(=O)(=O)N3CCCC3)c2)CC1,-1.1,-0.8,16,-2,1,0.5,2.1,-4,-2.9,1.2,-0.5
COC(=O)c1cc2c(n(-c3ccccc3)c1=O)CCCC2=O,-1.0,-1.1,5,3,-2,-0.7,-0.6,-3,1.8,1.1,-0.1
O=C1C=C(Nc2cccc(O)c2)CC(c2ccco2)C1 (stereo not given),-1.5,-0.7,-2,4,-7,2.6,-3.4,-232,3.1,0.5,0.5
CCn1c(=S)sc2c(=O)n(CC(=O)Nc3cccc(Br)c3)c(C)nc21,2.9,-0.9,-13,-3,4,-0.6,-2.0,-1,-1.5,-0.6,-0.3
O=C(CCc1nnc(CCCc2ccccc2)o1)NCCCC1CCCC1,5.1,-0.4,-3,9.7*,2,0.9,-2.4,-1,11*,0.5,0.2
COc1ccc(C(=O)NNc2cc(C)nc(NNC(=O)c3ccc(OC)cc3)n2)cc1,1.4,-0.3,-4,0,2,-1.3,0.2,3,5.0,0.1,1.0
COc1ccc(Cc2c(-c3ccc(F)cc3)nc3c(C)cc(Br)cn23)c(C)c1,.,0.6,-13,-2,-1,1.7,1.3,-17,1.2,-0.5,.
CC(C)CN(C(=O)CSc1nnc(C2CC2)n1-c1ccccc1)C1CCS(=O)(=O)C1 (stereo not given),2.6,-0.8,-1,0,-5,-1.2,-2.3,-3,2.2,-1.4,0.4
N/C(=N\OC(=O)CCCc1ccccc1)c1cccnc1,1.0,-1.2,-7,-2,2,-0.4,-1.1,12*,3.4,1.4,0.8
CC(=O)Nc1ccc(S(=O)(=O)NC(C)c2ccncc2)cc1 (stereo not given),0.8,-0.7,16,-2,-5,-0.6,-0.8,-8,-0.3,-3.3,0.1
CCOC(=O)C1CCN(S(=O)(=O)c2ccc(OC)c(C(=O)N3CCCCCC3)c2)CC1,0.5,-1.6,6,-3,-3,-2.5,-0.3,-6,-3.8,-0.4,-2.4
COCC1CCCN(C(=O)c2cc(COc3ccc(C(C)=O)cc3)on2)C1 (stereo not given),2.5,-0.6,-3,3,-4,5.7*,-3.3,-11,10,4.2*,1.1
O=C(NN=C1CCN(Cc2ccccc2)CC1)c1cccc(S(=O)(=O)Nc2ccccc2Cl)c1,2.7,-0.3,-16,-2,0,-0.1,-4.5,-4,0.5,-0.2,0.9
Cc1ccc2c(c1)N(CC(=O)N1CCCCCC1)C(=O)C(C)O2 (stereo not given),0.7,-1.2,-3,0,0,-0.6,0.3,-3,-2.3,-0.3,0.6
Cc1noc(C)c1S(=O)(=O)N(CC(=O)N1CCn2c1nc1ccccc12)c1ccc(C(C)C)cc1,0.0,0.5,2,-1,-1,8.4*,-0.1,3,-2.8,-0.3,2.9
Cc1cc(C)cc(NC(=O)c2sc3nc4n(c(=O)c3c2C)CCC4)c1,2.9,-0.9,1,5,1,-1.3,0.3,0,0.5,-0.6,0.8
CN(C)S(=O)(=O)c1ccc(N2CCCC2)c(C(=O)N2CCN(S(=O)(=O)c3ccc(F)cc3)CC2)c1,1.4,-0.5,4,-2,-4,-0.2,0.8,-17,-0.2,1.1,-0.5
C/C(=N\NC(=O)Cc1cc(=O)[nH][nH]1)c1ccc([N+](=O)[O-])cc1,.,-1.3,1,-6,-2,-1.4,.,0,0.1,1.3,.
COc1ccc(-n2ncc3c2CC(C)(C)CC3NC(=O)CCN2CCCCC2=O)cc1 (stereo not given),-1.0,-1.3,6,-1,1,-2.2,-0.3,-8,-1.4,-0.8,0.0
COc1ccc([C@H]2CC(=O)C=C(c3ccc(OC)c(OC)c3)C2)cc1,3.9,-1.2,-1,4,-4,-2.9,0.6,-201,0.6,0.3,-0.5
COCC(=O)OCC(=O)Nc1cc([N+](=O)[O-])ccc1Cl,2.7,-1.7,4,2,2,-1.5,-0.1,6,1.9,-0.5,-0.7
CCN(CC)CCCC(C)n1c2nc(=O)[nH]c(=O)c-2nc2cc(Cl)ccc21 (stereo not given),1.9,-0.4,-417,-3,-1,-0.1,4.3,i,-1.4,-0.5,-4.9
COc1cc(CN2CCCC(C(=O)c3ccc4c5c(cccc35)CC4)C2)cc(OC)c1O (stereo not given),3.9,-1.5,-25,-3,-3,0.7,2.0,-236,-0.1,0.1,-1.5
Cc1nnc(NC2=NCCC2)s1,2.2,-1.1,6,-1,-2,0.9,-0.3,-1,0.9,-0.2,0.2
O=C(CCNC(=O)Cn1ccc2ccccc2c1=O)NCc1ccccn1,1.2,-0.7,10,-2,-1,0.1,0.1,-7,-0.5,-0.1,0.0
COc1cc(CC(=O)OCC(=O)c2c[nH]c3ccccc23)cc(OC)c1OC,-0.6,-0.7,-13,-2,-2,1.4,-1.1,-17,-1.1,-0.7,-0.7
O=C(N/N=C1\CC(c2ccccc2)Oc2ccccc21)c1ccc(O)cc1 (stereo not given),-0.4,-0.9,-17,2,-4,1.5,-1.7,-7,5.8,-0.2,-0.6
CCC(C)[C@H](N)c1cn([C@@H](Cc2ccc(O)cc2)C(=O)N2CCNCC2)nn1 (stereo not given in full),3.0,-1.0,-1,0,3,0.0,-0.2,3,-1.2,0.0,-0.2
Cn1c2ccccc2c2cc(C(=O)NNS(=O)(=O)c3ccc(F)cc3)sc21,0.9,0.4,-31,-4,4,1.7,-2.7,-16,1.3,-0.1,-0.8
COc1ccc(OC)c(NC(=O)CSc2nnc(-c3ccco3)o2)c1,2.4,-1.4,9,-2,-3,-0.2,-1.4,-10,-1.4,0.5,-0.1
CCc1sc(C(=O)Nc2ccc3c(c2)OCO3)cc1C,7.3,0.1,15,1,4,3.4,-0.8,-13,11*,7.6*,0.3
CC(OC(=O)CNC(=O)c1cccs1)C(=O)Nc1ccc(S(N)(=O)=O)cc1 (stereo not given),0.4,-0.9,5,-2,3,-1.5,-0.7,-4,-0.3,0.1,0.3
O=C1C2CCCCN2C(=O)N1CCN1CCN(c2cccc(Cl)c2)CC1 (stereo not given),-0.5,-1.5,5,-2,2,-0.7,-1.3,-1,-1.0,0.3,0.3
COC(=O)CN1C(=O)[C@H]2[C@@H](/C=C/c3ccccc3)N3C(=O)CN(CCO)C(=O)[C@@]3(Cc3ccccc3)[C@H]2C1=O,3.0,-1.3,3,0,5,0.2,-0.1,0,1.1,-0.1,1.1
CCCCCN(C(=O)CCC(=O)OCC(=O)N(C)Cc1ccc(C)cc1)c1c(N)n(CCCC)c(=O)[nH]c1=O,1.8,-0.2,5,3,0,-2.1,-3.7,-4,-1.7,0.2,2.3
O=C(CNC(=O)c1ccc2c(c1)OCCO2)N=Nc1c(O)[nH]c2ccccc12,0.5,-0.7,-7,-2,0,-0.6,-9.4,-5,0.2,-0.1,0.5
Cn1c(=O)[nH]c(=O)c2c1nc(CN(Cc1ccccc1)Cc1ccccc1)n2CCN1CCOCC1,-4.0,-0.2,-2,3,-1,-0.8,-2.4,2,2.7,0.0,0.4
CCOC(=O)c1c(C)n(-c2ccc(C)cc2)c2c(CC(C)=O)c(Br)c(OC)c(O)c12,0.9,-1.4,10,0,-2,-0.4,-0.3,7,-0.2,0.0,0.7
CN(C)c1cccc(CNC(=O)c2ccc3sc([C@H]4C[C@H](O)[C@@H](CO)O4)nc3c2)c1,-1.0,-1.1,10,-4,2,-0.3,-4.4,-5,-0.1,-0.9,.
COc1ccccc1NS(=O)(=O)c1cccc(C(=O)NNC(=O)C(NC(N)=O)C(C)C)c1 (stereo not given),1.1,-1.2,6,-5,2,-0.1,1.0,-1,-3.7,0.6,0.5
O=C(NN1C(=O)c2ccccc2NC1c1ccccn1)c1ccc([N+](=O)[O-])cc1 (stereo not given),1.7,1.0*,25*,-5,-1,-1.7,-1.0,-1,1.4,0.0,-2.0
Cc1[nH]nc(N2CCCCCC2)c1[N+](=O)[O-],2.0,-1.0,-3,-3,0,-1.7,-1.3,0,2.3,-0.4,-0.9
Cc1sc2ncnc(OCc3nnc(-c4cccs4)o3)c2c1C,0.9,-1.4,4,-4,-2,-2.3,-1.0,-12,4.4,-0.3,-0.5
O=C(CSc1nnc(-c2cccs2)o1)NCc1ccco1,1.1,-1.6,4,-4,4,-1.5,-1.8,-6,-0.6,0.4,-0.5
